AID2073: inhibitors of Mint1-CaV2.2 protein interaction, biochemical, HTRF (AID 2073) | HTRF protein-protein interaction, Mint1-CaV2.2; higher % means a stronger effect | actives 0.19% (n = 290,000) | inhibition, % at 20 µM; hits with a dose series show IC50 in µM; in the data active = inhibition mostly above about 51%, no sharp cut-off; inconclusive = no clear call, values can overlap the other calls; inactive = mostly below about 53%; also: some results filed as inactive read as strong as hits
Insulin prom up: MIN6 insulin promoter up-regulation. MIN6 insulin promoter-GFP reporter, high-content imaging; stronger effect = higher value. z-score at 5 µM. actives 0.3% (n = 190,000). AID 1625;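 active = z-score above 3 at 5 µM with at least 500 cells counted in the well; inconclusive = wells under 500 cells, flagged as cytotoxic or low count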
MT stabilizer: stabilizes microtubules in HeLa cells; AID 2205; actives 0.83% (n = 200,000); HeLa tubulin immunostaining HCS, 24 h; share of cells brighter than vehicle mean+2SD; % tubulin-high responders, % at 10 µM;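 active = plate Z-score above 3 for both tubulin-high and condensed-nucleus cell shares, with cell loss under 80%, at 10 µM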;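 also: anti alpha tubulin signal scored within the nucleus-defined area of each cell; some results filed as inactive read as strong as hits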
HIV fusion peptide: cell-free HIV fusion peptide-binding blockers – biochemical, uHTS, fluorescence dequenching, primary screen (AID 1986). actives 0.3% (n = 290,000). cell-free peptide binding, fluorescence dequenching, 30 min; higher % means a stronger effect. one-dose inhibition, % at 20 µM; IC50 in µM for titrated hits; in the data active = inhibition mostly above about 52%, no sharp cut-off; inactive = mostly below about 76%; also: some results filed as inactive read as strong as hits
Yfh1-depleted yeast: enhancers of respiration in Yfh1-depleted yeast, dose response, Friedreich's ataxia, plus single-dose screen (AID 1465). S. cerevisiae Yfh1-off respiration, WST-1 reduction, 72 h; higher fold induction means a stronger effect. fold induction at 50 µM; hits with a dose series show EC50 in µM. actives 0.074% (n = 220,000);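 active = fold induction of absorbance versus untreated yeast above a set limit, then at least 30% activation at any dose in follow-up; inconclusive = repeats straddling the limit, or above it without dose testing; inactive = fold induction below the set limit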;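 also: activators that raise dye reduction in frataxin-depleted yeast; strong numbers were not always called active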
b-catenin transl: beta-catenin nuclear translocation modulation | HeLa beta-catenin nuclear translocation, immunofluorescence imaging | nuclear translocation activity, % at 5 µM | actives 0.3% (n = 190,000) | AID 1665;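 active = nuclear translocation activity above 50% at 5 µM, with a well cell count of 50 or more; inconclusive = wells under 50 cells across six images, flagged as toxic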;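 also: per-cell ratio of nuclear to cytoplasmic median beta-catenin stain intensity; plate controls were DMSO negative control for no effect and GSK-3 inhibitor IX positive control for full effect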
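assay system = human HeLa cells, endogenous beta-catenin | times = compound treatment 24 h, 37°C, 5% CO2 | detection = Anti-beta-catenin immunofluorescence on PFA-fixed, Triton-permeabilized cells, DAPI nuclei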
Dynein cargo inh: dynein cargo transport inhibition; 3617.4 mouse cells, GR-EGFP nuclear translocation imaging; test concentration mostly 20 µM; stimulated with dexamethasone, 1 µM; stronger effect = lower value; z-score, hits read low; actives 0.47% (n = 220,000);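 active = plate z-score of nuclear minus cytoplasmic receptor signal below a set negative limit, without overly bright fluorescence or cell loss, cut at about -3.5 in these data, passing the limit was not always enough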;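 also: z-score of nuclear minus cytoplasmic ring GR-EGFP intensity difference per well; some compounds called inactive have numbers as strong as hits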
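Buffer or medium – tet-free medium with charcoal-stripped serum · Signal – automated 10x imaging of fixed Hoechst-stained cells · Also added – dexamethasone agonist, 1.0 µM final, for 30 min · Incubation – induction 48 h, compound 1 h, agonist 30 min · Read-out – GR-EGFP nuclear translocation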
WT yeast gro inh: growth inhibition of WT yeast, mitochondrial fusion screen | mitochondrial fusion phenotypic screen, WT strain | inhibition, % at 10 µM | actives 2.1% (n = 190,000); in the data active = inhibition above about 58%; tested in S. cerevisiae
Autophagy mod: alters autophagy in cells; actives 0.98% (n = 190,000); calls only at 10 µM (by protocol); MEF GFP-LC3 puncta imaging; test concentration mostly 10 µM; AID 463193;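 active = percentage of spot-positive cells more than 3 SD above its plate mean, without a fluorescence outlier flag or 80% toxicity; inconclusive = no clear call, values can overlap the other calls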;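 also: spot-positive cell cutoff set from DMSO-treated cells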
WT yeast gro inh mutant strain: second read-out of WT yeast gro inh, no call of its own (marks repeat the call); inhibition, %; mitochondrial fusion phenotypic screen, mutant strain inhibition
Dynein cargo inh cytoplasmic EGFP: recorded beside Dynein cargo inh, whose call it bears; z-score; measured here: cytoplasmic GR-EGFP intensity; stronger effect = higher value
Dynein cargo inh nuclear GR-EGFP: further read-out of Dynein cargo inh, marked with its call; z-score; measured here: nuclear GR-EGFP intensity;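 lower value marks the stronger effect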
Dynein cargo inh cell count: further read-out of Dynein cargo inh, marked with its call; z-score; measured here: cell count per field
Insulin prom up cell count: second read-out of Insulin prom up, no call of its own (marks repeat the call); cell count; measured here: cytotoxicity, nuclei count;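 total cells summed across four imaged fields per well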
b-catenin transl cell count 5 µM: recorded beside b-catenin transl, whose call it bears; cell count; measured here: cell count, cytotoxicity flag
MT stabilizer Hoechst-high %: recorded beside MT stabilizer, whose call it bears; % Hoechst-high responders; measured here: nuclear condensation Hoechst responders;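 share of cells brighter than vehicle mean plus two SD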
MT stabilizer cytotoxicity %: second read-out of MT stabilizer, no call of its own (marks repeat the call); toxicity, %; measured here: cytotoxicity by cell density;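 0% = mean cell density of plate MIN control wells and 100% = no cells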
Autophagy mod cell loss 18 h: further read-out of Autophagy mod, marked with its call; toxicity, %; measured here: cell loss, nuclei count;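 cell loss after 18 h compound exposure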
Starred values were filed as active, the others as inactive; i = inactive; ? = inconclusive; nt = not tested or not shown.

SMILES | AID2073 | Insulin prom up | Insulin prom up cell count | MT stabilizer | MT stabilizer Hoechst-high % | MT stabilizer cytotoxicity % | HIV fusion peptide | Yfh1-depleted yeast | b-catenin transl | b-catenin transl cell count 5 µM | Dynein cargo inh | Dynein cargo inh cytoplasmic EGFP | Dynein cargo inh nuclear GR-EGFP | Dynein cargo inh cell count | WT yeast gro inh | WT yeast gro inh mutant strain | Autophagy mod | Autophagy mod cell loss 18 h
COc1ccc(-c2c3c(nc4sc(C(=O)Nc5ccccc5)c(N)c24)CCC3)cc1 | nt | nt | nt | i | nt | 100 | nt | i | nt | nt | -0.043 | -0.22 | -0.14 | -0.041 | nt | nt | i | 22
CC(C)n1c(-c2ccco2)csc1=Nc1cccnc1 | -8% | ? | nt | 5.0 | 1.2 | 5.4 | -2.7% | i | -2.7 | 988 | 0.51 | -0.14 | 0.88 | -2 | 24 | 25 | i | 20
COc1cc(C(=O)Nc2nc(C)cc(C)n2)cc(OC)c1OC | 6% | 0.28 | 1433 | nt | nt | nt | -1.6% | i | -0.5 | 1288 | 0.2 | -0.14 | -0.14 | 0.1 | nt | nt | nt | nt
COCCSc1nnc(NC(=O)C2CCCO2)s1 (stereo not drawn) | -2% | -0.05 | 900 | 3.3 | 2.5 | 0.4 | 3.9% | i | -5.2 | 797 | -0.87 | -0.29 | 0.17 | 0.58 | 0 | -1 | i | -61
S=c1nc(-c2ccccc2)[nH]c2ccc(Br)cc12 | 17% | -0.29 | 1019 | nt | nt | nt | -1.2% | i | -0.7 | 1453 | 1.8 | 0.61 | 1.1 | -2.2 | nt | nt | nt | nt
O=C(Nc1nnc(Cc2ccc(Cl)cc2)s1)c1ccco1 | 7% | -0.43 | 995 | 0.9 | 1.5 | 8.9 | -3.1% | i | -0.6 | 1158 | -0.76 | -0.029 | -0.051 | 1.2 | -2 | -21 | i | -9
CCN1C(=O)c2cccc3c(S(=O)(=O)N(C(=O)c4ccncc4)c4ccc(OC)cc4)ccc1c23 | 17% | 0.82 | 1257 | 5.7 | 3.0 | 5.4 | 1.0% | i | 6.4 | 497 | -0.19 | -0.23 | -0.19 | 0.19 | 20 | -13 | i | -13
O=C(COc1ccccc1-c1ccccc1)NN=C1CCCC1 | 11% | 0.07 | 1295 | 3.1 | 0.9 | 9.7 | -0.9% | i | -1.3 | 1014 | -0.55 | -0.31 | -0.15 | 0.55 | 15 | 8 | i | -5
CCn1c(CNC(=O)C23CC4CC(CC(C4)C2)C3)nnc1SCC(=O)Nc1nnc(C)s1 | -13% | -1.9 | 1004 | 5.7 | 2.0 | 1.4 | -0.1% | i | nt | nt | 0.2 | -0.085 | 0.43 | -0.77 | 2 | 4 | i | -6
Cc1ccccc1CSCCNC(=O)Nc1ccccc1 | 0% | -0.48 | 1594 | 2.4 | 2.3 | 7.5 | -0.3% | i | -1.4 | 1095 | -0.19 | -0.31 | 0.096 | 0.38 | 13 | 21 | i | 9
COc1ccccc1NC(=O)c1c(Br)cnn1C | -3% | 0.07 | 1590 | 6.6 | 3.0 | 1.5 | -0.3% | i | 2.2 | 757 | -0.56 | -0.3 | 0.27 | -0.48 | 2 | 3 | i | 7
CCn1c(SCc2nc(N)nc(N3CCCCC3)n2)nc2c1c(=O)n(C)c(=O)n2C | 0% | -0.5 | 1374 | 3.8 | 3.4 | 4.8 | 0.4% | i | 0.5 | 1074 | 0.32 | -0.037 | 0.062 | -0.22 | -4 | -11 | i | 1
Cc1ccccc1NC(=O)CSc1ccc(-c2ccco2)nn1 | 44% | -0.29 | 1536 | 4.2 | 2.8 | 8.4 | 26% | i | -0.3 | 1139 | 0.15 | -0.28 | 0.13 | 0.062 | -6 | 1 | i | 5
Cn1c(CNc2ccc(Cl)cc2)nnc1SCC#N | 2% | -0.16 | 1663 | 1.8 | 1.3 | 3.6 | 0.1% | i | -1.4 | 977 | 1.2 | -0.24 | 1.4 | -1 | 10 | 1 | i | -2
Cc1c(NS(=O)(=O)c2ccc(NCCN3CCOCC3)c([N+](=O)[O-])c2)c(=O)n(-c2ccccc2)n1C | 12% | 1.4 | 1204 | 2.9 | 2.4 | 7.7 | -0.7% | i | -4.2 | 1068 | 0.79 | -0.26 | 0.68 | -0.35 | 7 | 9 | i | 27
Nc1nc(NCC2CCCO2)nc(Nc2ccccc2)c1[N+](=O)[O-] (stereo not drawn) | 1% | -0.33 | 1202 | 1.7 | 5.6 | 4.4 | 2.5% | i | nt | nt | -0.96 | -0.21 | -0.66 | 0.64 | -1 | -9 | i | -2
O=[N+]([O-])c1cccc2c(N3CCOCC3)ccnc12 | -3% | -1.7 | 1454 | 3.8 | 2.0 | 2.0 | 1.1% | i | -3.9 | 1061 | -0.54 | -0.28 | -0.13 | 0.96 | -1 | 10 | i | -22
Cc1ccc(Cl)cc1NC(=O)CSC(N)=O | -16% | 0.99 | 1170 | 1.2 | 1.3 | 9.0 | 1.9% | i | 1.2 | 938 | 1.5 | -0.23 | 0.86 | -0.27 | 7 | 13 | i | -15
Cc1ccc(C(=O)Nc2sc3c(c2C#N)CCCCC3)cc1C | 4% | nt | nt | 1.4 | 3.1 | 4.2 | 5.2% | i | -3.2 | 641 | 0.35 | -0.2 | 0.56 | 0.81 | -7 | -8 | i | 4
CCC(CC)NC(=O)COC(=O)c1ccc(NS(=O)(=O)c2ccc3c(c2)OCCO3)cc1 | -4% | 1.1 | 870 | 2.0 | 1.0 | 8.0 | -1.9% | nt | 1.7 | 1063 | -0.26 | 0.16 | 0.18 | -0.049 | 3 | 11 | i | -11
COC(=O)c1ccc(NC(=O)Cn2cnc3c(nnn3-c3cccc(OC)c3)c2=O)cc1 | 31% | 0.02 | 1408 | 2.2 | 1.1 | 7.8 | 0.0% | i | -0.9 | 1073 | -0.11 | -0.1 | 0.29 | 0.19 | -9 | -1 | i | 12
CCOC(=O)CC(NC(=O)c1ccco1)c1ccc(OC)cc1 (stereo not drawn) | 13% | 0.7 | 1518 | 0.9 | 1.2 | 2.7 | -3.6% | i | 1.3 | 1323 | -0.47 | -0.22 | -0.33 | 0.46 | -1 | 8 | i | -1
O=C(N/N=C/C1C(c2ccccc2)C1(Cl)Cl)c1cccc(Cl)c1 (stereo not drawn) | -9% | 0.04 | 1499 | 7.0 | 2.6 | 0.0 | 4.8% | i | 1.3 | 1099 | 1.1 | -0.0076 | 0.4 | -1.2 | 44 | 18 | i | -6
CC(=O)N1CCCc2cc(S(=O)(=O)NC(C(=O)NC(C)c3ccccc3)C(C)C)ccc21 (stereo not drawn) | 36% | 0.56 | 983 | 2.3 | 2.0 | 12 | -1.3% | i | -3.4 | 936 | 0.61 | -0.48 | 0.16 | 0.36 | -18 | -19 | i | 9
CCOCCOC(=O)CCSc1n[nH]c(=O)[nH]c1=O | 0% | -0.3 | 1327 | 4.3 | 2.8 | 7.8 | 1.2% | i | -1.9 | 902 | -0.0075 | -0.31 | -0.16 | 0.55 | -3 | 9 | i | -36
Cc1cccc(NC(=O)Nc2cccc(F)c2)n1 | -1% | -0.96 | 1118 | 9.2 | 7.3 | 6.9 | -1.3% | i | 2.3 | 651 | 0.37 | -0.18 | 0.41 | -0.32 | 0 | 13 | i | -6
CN1c2ccccc2-c2nc3ccccc3n2C1c1cccs1 (stereo not drawn) | 13% | -0.11 | 1307 | 2.4 | 2.5 | 5.9 | 0.6% | i | -1.6 | 973 | -0.53 | -0.19 | -0.4 | 0.67 | 33 | 7 | i | 15
O=C(c1ccc(Br)cc1)N(c1ccccn1)C1CCCCC1 | 16% | -0.82 | 1074 | nt | nt | nt | 1.1% | i | -0.8 | 1350 | -0.61 | 0.13 | 0.48 | -0.45 | nt | nt | nt | nt

Exported as tab-separated lines: five of the compounds above.
SMILES	AID2073	Insulin prom up	Insulin prom up cell count	MT stabilizer	MT stabilizer Hoechst-high %	MT stabilizer cytotoxicity %	HIV fusion peptide	Yfh1-depleted yeast	b-catenin transl	b-catenin transl cell count 5 µM	Dynein cargo inh	Dynein cargo inh cytoplasmic EGFP	Dynein cargo inh nuclear GR-EGFP	Dynein cargo inh cell count	WT yeast gro inh	WT yeast gro inh mutant strain	Autophagy mod	Autophagy mod cell loss 18 h
CC(=O)N1CCCc2cc(S(=O)(=O)NC(C(=O)NC(C)c3ccccc3)C(C)C)ccc21 (stereo not drawn)	36%	0.56	983	2.3	2.0	12	-1.3%	i	-3.4	936	0.61	-0.48	0.16	0.36	-18	-19	i	9
CCOCCOC(=O)CCSc1n[nH]c(=O)[nH]c1=O	0%	-0.3	1327	4.3	2.8	7.8	1.2%	i	-1.9	902	-0.0075	-0.31	-0.16	0.55	-3	9	i	-36
Cc1cccc(NC(=O)Nc2cccc(F)c2)n1	-1%	-0.96	1118	9.2	7.3	6.9	-1.3%	i	2.3	651	0.37	-0.18	0.41	-0.32	0	13	i	-6
CN1c2ccccc2-c2nc3ccccc3n2C1c1cccs1 (stereo not drawn)	13%	-0.11	1307	2.4	2.5	5.9	0.6%	i	-1.6	973	-0.53	-0.19	-0.4	0.67	33	7	i	15
O=C(c1ccc(Br)cc1)N(c1ccccn1)C1CCCCC1	16%	-0.82	1074	nt	nt	nt	1.1%	i	-0.8	1350	-0.61	0.13	0.48	-0.45	nt	nt	nt	nt

Compound activity: PubChem BioAssay, several laboratories

No enrichment for hits. Share with any hit: about 4.2%.
